TAG inh: inhibitors of triacylglycerol accumulation, primary screen, cell-based, uHTS, fluorescence, H9c2. H9c2 cells, Nile Red lipid (TAG) fluorescence; cells loaded with 200 µM oleic acid. inhibition, % at 12.5 µM. actives 0.66% (n = 230,000). AID 651582, 2012;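 active = pattern-corrected inhibition of lipid staining of at least 50% with the nuclear-stain viability signal not falling by more than 50%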;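 also: 0% = DMSO wells and 100% = triacsin C control wells; some results filed as inactive read as strong as hits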
TAG inh DAPI viability: second read-out of TAG inh, no call of its own (marks repeat the call); DAPI nuclei signal change (viability), lower = more cytotoxic, %;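 whole-well DAPI fluorescence read on a plate reader as a viability signal; minus 50 percent equals half of cells still viable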
Starred values were filed as active, the others as inactive.

#1 COc1cccc(CC2(CO)CCCN(Cc3ccc(OC(F)F)cc3)C2)c1 (stereo unspecified)
#2 O=C(Nc1ccc(NC(=O)C2CC2)nc1)c1cccnc1
#3 CSCc1cc(N2CCCC2)nc(-c2ccccc2)n1
#4 NC(=O)OCC(O)COc1ccc(Cl)cc1 (stereo unspecified)
#5 COc1ccc(NC(=O)c2ccc(OCC3CCCO3)cc2)cc1OC (stereo unspecified)
#6 Cc1nc2ccc(-c3ccccc3)cc2o1
#7 COc1cc(CN(CCN(C)C)Cc2ccccc2)ccc1OCc1ccccc1
#8 COC(=O)[C@@]12CCCCN1[C@H](c1ccc(-c3ccccc3)cc1)[C@@H]1C(=O)N(C)C(=O)[C@@H]12
Screen / compound no.	1	2	3	4	5	6	7	8
TAG inh	-5.9	-2.6	-9.8	-17.0	-42.1	-12.9	37.3	-5.5
TAG inh DAPI viability	1.0	0.3	-5.5	-0.2	-9.1	-1.0	-12.1	4.1

#9 O=C(c1ccccc1)c1coc(-c2ccccc2)c1
#10 COc1ccc(/C=C2\N=C(SC)N(c3ccccc3OC)C2=O)cc1
#11 Cc1nc2ccccc2nc1N1CCCC1
#12 COc1ccc(-c2cc3cc(OC)c(OC)cc3c(C)n2)cc1
#13 O=C(NCC1CCCN1S(=O)(=O)c1ccccc1)C(=O)NC1CC1 (stereo unspecified)
#14 COc1ccc(CNC(=O)C2CCCN2C(=O)Nc2cccc(Cl)c2)cc1 (stereo unspecified)
#15 COc1ccc(/C=C2\SC(=S)N(CC(=O)Nc3nnc(C)s3)C2=O)cc1
#16 Cc1cc(C(=O)NC2CC(C)(C)Cc3c2cnn3-c2ccccc2)n[nH]1 (stereo unspecified)
Screen / compound no.	9	10	11	12	13	14	15	16
TAG inh	13.3	-8.3	-6.2	17.1	5.1	7.2	-6.6	7.4
TAG inh DAPI viability	-2.5	-9.3	8.4	20.9	-5.9	-6.1	16.1	-4.5

#17 Cc1noc(C)c1CSc1nc2ccccc2nc1NS(=O)(=O)c1ccc(Cl)cc1
#18 NC(=O)N1CCCC1C(=O)Nc1ccc(Cl)c(Cl)c1 (stereo unspecified)
#19 c1ccc2c(NCC3CCCO3)nc(-c3ccncc3)nc2c1 (stereo unspecified)
#20 CCO[C@@H]1OC(C(=O)N2CCN(Cc3ccc4c(c3)OCO4)CC2)=C[C@H](c2cn(C(C)=O)c3ccccc23)[C@H]1CCCO
#21 Nc1n[nH]c(N)c1N=Nc1ccccc1
#22 O=C1C=C(c2ccc3[nH]ccc3c2)CCC1
#23 COc1ccc(NCc2nnc(SCC(=O)Nc3ccc(OC)cc3OC)o2)cc1
#24 O=C(Nc1ccccc1C(=O)NC(Cc1ccc(O)cc1)C(=O)O)c1ccccc1 (stereo unspecified)
Screen / compound no.	17	18	19	20	21	22	23	24
TAG inh	12.9	10.2	17.2	5.4	19.3	-2.2	-6.3	-2.6
TAG inh DAPI viability	-11.3	-7.9	2.9	1.2	3.0	1.1	-7.3	1.6

#25 CCCOc1ccc(N2C(=O)CC(N3CCCC(C(=O)N4CCCC4)C3)C2=O)cc1 (stereo unspecified)
#26 COc1ccc(C2C(C#N)=C(N)Oc3c2oc(CO)cc3=O)cc1 (stereo unspecified)
#27 Cc1n(-c2ccccc2)c2ccc(Cl)cc2[n+]1CCO
#28 Cc1cc(C)n2c(SCC(=O)NCc3ccc4c(c3)OCO4)nnc2n1
#29 O=C1C=C(c2ccc3c(c2)oc2ccccc23)C[C@@H](c2ccc(Cl)cc2)C1
#30 O=C1CC(c2ccc(F)cc2)CC2=C1C=Nc1ccccc1N2 (stereo unspecified)
#31 COCCN(C(=O)COC(=O)CCc1ccccc1)c1c(N)n(Cc2ccccc2)c(=O)[nH]c1=O
#32 Cc1noc(C)c1CSCC(=O)Nc1cc(S(=O)(=O)N2CCOCC2)ccc1OCC(F)(F)F
Screen / compound no.	25	26	27	28	29	30	31	32
TAG inh	-6.7	-1.9	-6.6	-3.7	9.8	-17.5	2.8	0.8
TAG inh DAPI viability	6.7	9.2	-6.7	2.1	4.4	10.5	-1.6	-0.5

#33 COCCN(Cc1cc2ccc(C)cc2n2nnnc12)Cc1nnnn1C(C)(C)C
#34 COc1ccc(C(=O)NCc2ccccc2CN2CCCC2)cc1S(=O)(=O)Nc1ccc(C)cc1
#35 COC(=O)CSc1ncnc2c1sc1nc3c(cc12)COC(C)(C)C3
#36 CN(C)c1nc(OCCNC(=O)COc2ccc(Cl)cc2Cl)nc(N2CCOCC2)n1
#37 COC/C=C/C1=CC(=O)C[C@H](c2ccc3c(c2)OCO3)C1
#38 Nc1nc(SCC(=O)Nc2ccc([N+](=O)[O-])cc2)n[nH]1
#39 CNc1ccccc1-n1ccc(-c2ccccc2)n1
#40 O=C(C1CCN(Cc2ccc(Cl)cc2)CC1)N1CCN(C(c2ccccc2)c2ccccc2)CC1
Screen / compound no.	33	34	35	36	37	38	39	40
TAG inh	-3.7	13.0	3.8	44.2	-1.2	-23.5	-24.0	2.3
TAG inh DAPI viability	-4.6	5.9	8.8	-7.3	-2.9	-9.3	1.9	19.8

#41 O=C(OC(C(=O)Nc1cc(Cl)cc(Cl)c1)c1ccccc1)C1=COCCO1 (stereo unspecified)
#42 O=C(NCCN1CCOCC1)c1ccc2c(c1)N(Cc1ccc(F)cc1)C(=O)CS2
#43 C/C(=N\NC(=O)c1cc(O)ccc1O)c1cccc(NC(=O)c2cccc(Cl)c2)c1
#44 C[C@@H]1C(=O)O[C@H]2CC34[C@H]5C[C@@H](C(C)(C)C)[C@]36[C@@H](OC(=O)[C@@H]6O)O[C@@]4(C(=O)O5)[C@]21O (stereo partly specified)
#45 NC(=O)COc1ccccc1
#46 CN(CC(=O)Nc1ccc(F)cc1)C(=O)c1ccc(OCc2cn3ccccc3n2)cc1
#47 COCCC(=O)Nc1ccc2c(c1)CN(C(=O)CCSC)CC2
#48 CCN(C(=O)COC(=O)CNC(=O)c1ccc(F)cc1)C1CCS(=O)(=O)C1 (stereo unspecified)
Screen / compound no.	41	42	43	44	45	46	47	48
TAG inh	-12.3	-10.8	19.4	28.6	6.4	-14.9	16.4	-2.2
TAG inh DAPI viability	3.9	-3.1	-6.3	-9.2	6.2	-1.6	-8.4	-3.2

Values in list order from the entries so far:
Compounds 43 to 48 in TAG inh read 19.4, 28.6, 6.4, -14.9, 16.4, -2.2
Compounds 43 to 48 in TAG inh DAPI viability read -6.3, -9.2, 6.2, -1.6, -8.4, -3.2

Reprinted at random: 4 entries already listed.
#47 COCCC(=O)Nc1ccc2c(c1)CN(C(=O)CCSC)CC2
#43 C/C(=N\NC(=O)c1cc(O)ccc1O)c1cccc(NC(=O)c2cccc(Cl)c2)c1
#48 CCN(C(=O)COC(=O)CNC(=O)c1ccc(F)cc1)C1CCS(=O)(=O)C1 (stereo unspecified)
#46 CN(CC(=O)Nc1ccc(F)cc1)C(=O)c1ccc(OCc2cn3ccccc3n2)cc1
Screen / compound no.	47	43	48	46
TAG inh	16.4	19.4	-2.2	-14.9
TAG inh DAPI viability	-8.4	-6.3	-3.2	-1.6

The list goes on.
#49 CCCCn1c(N)c(N(CC)C(=O)CSCC(=O)Nc2ccc(OC)cc2)c(=O)[nH]c1=O
#50 O=C(CSc1nnc(CSc2nc3ccccc3s2)o1)NC1CCCCC1
#51 CCN(CC)CCNC(=O)Cn1cnc2sc(C)c(S(=O)(=O)N3CCOCC3)c2c1=O
#52 CNNCc1ccc(C(=O)NC(C)C)cc1
#53 CCn1c(/C=C\c2ccccc2C)nc2ccccc2c1=O
#54 O=C(CCC1CCCC1)N1CCC(N2CCCCCC2)CC1
#55 Cc1[nH]c2ccccc2c1SCc1nnc(SCc2ccc(Cl)cc2)n1C
#56 COc1ccc(NC(=O)N(C)C[C@@H]2Oc3c(NC(=O)Nc4c(C)noc4C)cccc3C(=O)N([C@@H](C)CO)C[C@@H]2C)cc1
Screen / compound no.	49	50	51	52	53	54	55	56
TAG inh	4.3	8.1	2.9	-11.6	-31.2	12.7	-3.3	2.5
TAG inh DAPI viability	-4.3	-8.1	2.7	14.9	8.2	7.3	-6.0	-8.1

#57 CCOC(=O)N1CCC(NC(=O)c2cc(S(=O)(=O)N3CCCCC3)ccc2F)CC1
#58 Cc1ccc2nc(NC(=O)CCn3c(=O)sc4ccccc43)sc2c1
#59 O=C(Nc1ccccc1C(F)(F)F)c1cc2ccccc2o1
#60 O=C(CN1C(=O)c2cccnc2Oc2ccc(Cl)cc21)NC1CCCCC1
#61 Cc1ccc(S(=O)(=O)NN=C2CC3CCC2(C)C3(C)C)cc1 (stereo unspecified)
#62 Cc1nnc(SCC(=O)NCC(=O)Nc2ccc(F)c(F)c2F)n1N
#63 NC(=S)NN=C1CCSCC1
#64 O=C(NCCN1CCc2ccccc2C1)Nc1ccc([N+](=O)[O-])cc1
#65 COC(=O)N1C/C=C\C(c2ccc(OC)cc2)N(Cc2ccc(F)cc2)C(=O)C1 (stereo unspecified)
Screen / compound no.	57	58	59	60	61	62	63	64	65
TAG inh	7.7	-1.7	-1.9	10.8	-17.4	-12.5	8.1	0.7	-5.5
TAG inh DAPI viability	-3.2	-1.0	-9.6	-12.4	9.3	2.2	-3.4	-0.6	1.0

Quoted from above, nos. 57 to 61
#57 CCOC(=O)N1CCC(NC(=O)c2cc(S(=O)(=O)N3CCCCC3)ccc2F)CC1
#58 Cc1ccc2nc(NC(=O)CCn3c(=O)sc4ccccc43)sc2c1
#59 O=C(Nc1ccccc1C(F)(F)F)c1cc2ccccc2o1
#60 O=C(CN1C(=O)c2cccnc2Oc2ccc(Cl)cc21)NC1CCCCC1
#61 Cc1ccc(S(=O)(=O)NN=C2CC3CCC2(C)C3(C)C)cc1 (stereo unspecified)
Screen / compound no.	57	58	59	60	61
TAG inh	7.7	-1.7	-1.9	10.8	-17.4
TAG inh DAPI viability	-3.2	-1.0	-9.6	-12.4	9.3

Assay outcomes (PubChem BioAssay)

Some of the compounds tested, so the mix of outcomes need not match the whole.
